TEAD-YAP inh: TEAD-YAP interaction inhibition | 1.4% of 640,000 active | inhibition, % at 9.12 µM | AID 1259422 | HEK-TIYL cells, TEAD-Gal4/YAP UAS-luciferase luminescence; in the data active means inhibition above about 32%;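 further: 0% = median of test compound wells and 100% = reference inhibitor wells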
FBW7 activator: activators of human E3 ligase FBW7; Q969H0; AlphaScreen FBW7–phospho-cyclin E peptide binding, activator screen; normalized activity (activation), % at 26.1 µM; 0.13% of 650,000 active; AID 1259310; in the data active means normalized activity above about 1.9%;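 further: purified mutant Fbw7 with reduced substrate affinity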
Target sequence (Q969H0 whole entry, looked up): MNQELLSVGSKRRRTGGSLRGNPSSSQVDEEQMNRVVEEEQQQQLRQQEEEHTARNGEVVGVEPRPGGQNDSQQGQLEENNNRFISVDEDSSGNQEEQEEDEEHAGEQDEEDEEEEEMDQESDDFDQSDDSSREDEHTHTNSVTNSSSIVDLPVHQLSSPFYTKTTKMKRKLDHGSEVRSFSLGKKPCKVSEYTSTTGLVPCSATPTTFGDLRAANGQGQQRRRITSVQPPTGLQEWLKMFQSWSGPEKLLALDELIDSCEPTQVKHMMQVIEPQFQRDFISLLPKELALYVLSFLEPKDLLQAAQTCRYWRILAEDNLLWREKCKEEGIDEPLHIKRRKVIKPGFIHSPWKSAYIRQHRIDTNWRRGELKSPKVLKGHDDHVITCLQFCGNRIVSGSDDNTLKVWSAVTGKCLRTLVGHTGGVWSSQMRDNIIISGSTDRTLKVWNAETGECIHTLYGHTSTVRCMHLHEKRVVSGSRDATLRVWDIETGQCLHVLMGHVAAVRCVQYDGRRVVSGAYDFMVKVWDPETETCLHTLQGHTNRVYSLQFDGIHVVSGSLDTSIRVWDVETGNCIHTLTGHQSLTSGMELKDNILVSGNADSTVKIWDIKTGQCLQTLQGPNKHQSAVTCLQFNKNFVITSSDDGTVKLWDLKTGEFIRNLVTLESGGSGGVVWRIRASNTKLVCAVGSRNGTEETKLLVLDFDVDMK
GPR151 activ: activators of human GPR151; PathHunter beta-arrestin GPR151 cells, luminescence; 1% of 650,000 active; Q8TDV0; activation, % at 11.2 µM; AID 1508602; in the data active means activation above about 4.9%;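 further: 0% = median of compound wells and 100% = cells with positive control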
Target sequence (Q8TDV0 whole entry, looked up): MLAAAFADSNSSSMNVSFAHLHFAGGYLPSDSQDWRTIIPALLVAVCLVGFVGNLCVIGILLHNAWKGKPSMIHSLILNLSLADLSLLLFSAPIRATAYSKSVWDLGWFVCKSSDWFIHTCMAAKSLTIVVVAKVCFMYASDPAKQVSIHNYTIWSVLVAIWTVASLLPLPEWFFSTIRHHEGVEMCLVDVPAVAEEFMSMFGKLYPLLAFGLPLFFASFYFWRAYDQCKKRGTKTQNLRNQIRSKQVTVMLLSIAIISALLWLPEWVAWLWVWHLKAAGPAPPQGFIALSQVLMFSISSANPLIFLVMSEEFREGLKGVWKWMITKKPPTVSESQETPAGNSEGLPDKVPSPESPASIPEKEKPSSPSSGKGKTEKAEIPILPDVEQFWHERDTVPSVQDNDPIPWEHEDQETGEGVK
MITF primary: inhibitors of human MITF; O75030; AlphaScreen MITF homodimerization, bead proximity signal; inhibition, % at 2.6 µM; 0.91% of 650,000 active; in the data active means inhibition above about 50%;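 further: 0% = vehicle wells with protein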
The depositor's hits bear a star.

SMILES | TEAD-YAP inh | FBW7 activator | GPR151 activ | MITF primary
O=C(CC(NCc1ccco1)C(=O)O)Nc1cccc(C(F)(F)F)c1 (centres undefined) | -1.4 | -0.1 | -1.0 | 8.0
CC(C)CCn1c(N(C)C)nc2c1c(=O)n(C)c(=O)n2C | 8.7 | 0.0 | -0.5 | 10.3
CCOc1ccccc1OCC(=O)NN | 58.7* | 0.0 | 0.7 | 15.3
O=C1NC2(CCCC2)C(=O)N1CCS(=O)(=O)Oc1ccccc1Br | 1.2 | 0.0 | 0.0 | -7.6
CCOc1ccc(-n2cc(C(=O)N3CCN(c4ccccc4F)CC3)c3cc(OC)c(OC)cc3c2=O)cc1 | -16.1 | 0.2 | 0.0 | 0.5
COc1ccccc1-n1c(C)c(C)n2c3c(=O)n(Cc4ccc(F)cc4)c(=O)n(C)c3nc12 | 3.6 | 0.0 | -0.2 | -10.0
CS(=O)(=O)N(CC(=O)Nc1cccc([N+](=O)[O-])c1)c1cccc(C(F)(F)F)c1 | -3.1 | 0.0 | -1.3 | 1.0
O=C(NCCCN1CCOCC1)c1ccc2c(c1)N(Cc1cccc(Cl)c1)C(=O)CS2 | -4.2 | -0.4 | -0.7 | -21.6
CCCc1nnc(SCC(=O)NC(C)(C)C)n1CCOC | -1.6 | 0.0 | -0.4 | -7.5
Cc1ccc(C(=O)CSc2nnc(C)s2)c(C)c1 | -30.8 | 0.1 | 1.4 | -24.4
CCOC(=O)COc1ccc(/C=N/NC(=O)COc2ccccc2OC)cc1OC | 3.9 | 0.0 | -1.0 | 10.1
CCOc1ccc(CC(=O)NC2CC(C)(C)N(C)C(C)(C)C2)cc1OCC | -3.7 | -0.1 | -0.9 | -10.8
CCn1c(=O)c2ccccc2n2c(SCC(=O)N3CCCCC3C)nnc12 (centres undefined) | -2.0 | 0.0 | 0.2 | 8.6
COc1ccc(Cl)cc1C(=O)NNC(=S)NC1CCCC1 | -4.0 | 0.0 | 1.7 | -13.9
O=C(CSC1=NC(=O)C(Cc2ccccc2)C(=O)N1)Nc1nc2c(s1)CCCC2 (centres undefined) | 6.1 | 0.2 | 1.4 | 21.5
CC(C)c1c(O)nc(SCC(=O)Nc2ccccc2F)[nH]c1=O | -4.4 | 0.3 | -0.5 | -1.4
Cc1nn(C)cc1CN(C)C(Cc1ccccc1F)C1CCN(Cc2cnn(C)c2)CC1 (centres undefined) | 6.0 | -0.2 | 0.3 | 2.8
CC1=NN(c2ccccc2)C(=O)/C1=C\c1ccc(-c2ccc3c(c2)C(=O)NC3=O)o1 | 0.5 | -0.2 | -1.2 | -6.5
O=C(Cc1c(O)c2ccccc2[nH]c1=O)NCc1ccccc1 | -1.2 | 0.0 | -0.1 | -5.7
COC(=O)c1cccc(NCN2C(=O)c3ccc(Br)cc3C2=O)c1 | 0.7 | 0.1 | 0.5 | 2.3
Cc1ccc(-c2c(N3CCCCC3)c(=O)c2=O)cc1 | 0.5 | 0.0 | 6.8* | -3.5
Cc1ccc(Oc2nc3c(C)cccn3c(=O)c2/C=C(\C#N)C(=O)NC2CCCC2)cc1 | 8.6 | 0.0 | 0.3 | 13.1
Cc1ccsc1/C=N/n1c(-c2ccco2)n[nH]c1=S | 4.9 | -0.1 | -1.0 | -0.9
CCOC(=O)C1(C)NC(c2ccc(OC)cc2OC)C2C(=O)N(CC)C(=O)C21 (centres undefined) | 0.1 | -0.2 | -0.6 | -0.6
Cc1cc(N2CCN(c3ccccc3)CC2)nc(N2CCOCC2)n1 | 1.1 | -0.2 | -1.5 | -3.7
C/C(=N\Nc1ccc(S(N)(=O)=O)cc1[N+](=O)[O-])c1ccc2c(c1)OCCO2 | 0.4 | 0.0 | 0.2 | 17.6
CCN(Cc1ccccc1)C(=O)c1sc2nc(C)cc(C)c2c1N | -4.2 | 0.5 | -0.4 | 3.9
COc1ccc(-c2c(Nc3ccc(C)c(C)c3)c(=O)c2=O)cc1 | -18.8 | 0.4 | 3.9 | -15.0
CC12C=CC(O1)C1C(=O)N(c3ccc(N4CCOCC4)cc3)C(=O)C12 (centres undefined) | 15.6 | -0.1 | -0.1 | -3.9
NC(=O)c1ccccc1NC(=O)Nc1noc2c1COc1ccccc1-2 | -14.6 | -0.1 | 2.7 | 3.2
COc1ccc(C2/C(=C(\O)c3ccc(S(=O)(=O)N(C)C)cc3)C(=O)C(=O)N2CCCN2CCOCC2)cc1OC (centres undefined) | 6.8 | 0.5 | -0.2 | 9.9
CCOc1ccc(-c2nc(-c3ccc(Br)cc3)no2)cc1 | -3.2 | 0.1 | 0.9 | -3.9
O=C(CCNc1cccc([N+](=O)[O-])c1)c1ccccc1 | -6.2 | 0.1 | 0.3 | -7.2
CCCCOC(=O)C1=C(C)NC2=C(C(=O)CC(C)(C)C2)C1c1ccc(Cl)cc1Cl (centres undefined) | 1.2 | 0.0 | 0.6 | -11.7
CCOC(=O)c1c(C)n(-c2ccc(N(C)C)cc2)c2ccc(O)cc12 | -5.1 | 0.0 | 2.3 | -0.3
C/C(=N\NC(=O)c1ccc(C)cc1)c1c(C)[nH]n(-c2ccccc2)c1=O | -28.5 | 0.1 | -1.1 | -2.2
COc1ccc(/C=C(\C#N)C(=O)NC(C)c2ccccc2)cc1O (centres undefined) | -5.0 | -0.1 | 1.8 | 3.3
COc1cccc(-c2cnc3ccc4ccncc4c3c2)c1 | -38.0 | 0.0 | -0.2 | -1.8
Cn1c(=O)cc(NCc2ccco2)n(Cc2cccc(C(F)(F)F)c2)c1=O | -6.3 | 0.4 | -0.9 | 10.1
Cc1nc(C)c(-c2nnc(-c3ccccc3Cl)o2)cc1C(=O)NN | -1.1 | -0.1 | -1.1 | -7.3
COc1ccc(S(=O)(=O)NCCC(=O)NCc2cccnc2)cc1 | -1.3 | 0.0 | -0.3 | 2.9
CC(C)OCCCNC(=O)Cc1ccc(Cl)cc1 | -6.5 | -0.1 | 1.8 | -5.7
Cc1c(-c2ccco2)[n+](=O)c2c(n1[O-])CCC2 | -12.4 | -0.1 | -0.9 | -5.4
NC(=S)NNC(=O)COc1ccc(Cl)cc1 | -10.7 | -0.2 | -1.3 | -3.9
O=C(Nc1cc(OC(=O)c2ccc(Cl)cc2)ccc1Cl)c1ccc(Cl)cc1 | -26.1 | 0.1 | 2.1 | 1.4
Cc1cnc(N2CCN(c3ccccn3)CC2)nc1NCCOc1ccccc1 | -5.2 | 0.0 | -2.4 | -2.3
CC(OC(=O)c1ccc(C#N)cc1)c1ccc(F)cc1 (centres undefined) | -2.3 | 0.2 | 0.2 | 11.5
O=C(NCc1nc2ccccc2[nH]1)c1cnc(N2CCc3ccccc3C2)s1 | 0.0 | -0.1 | -1.7 | 10.2
O=C(Nc1ccc2c(c1)nc1n2CCN(c2ccccc2)C1)c1ccco1 | -43.0 | -0.1 | -1.3 | 7.1
O=C1c2ccc(-c3nc4ccccc4s3)cc2C(=O)N1CC1CCCO1 (centres undefined) | -5.1 | 0.1 | -0.1 | 3.2
The results go on.
SMILES | TEAD-YAP inh | FBW7 activator | GPR151 activ | MITF primary
COc1ccc(CC(=O)N[C@@H](Cn2nnc3ccccc32)C(C)C)cc1OC | 7.7 | -0.2 | 0.4 | -16.5
O=C(Nc1ccc(Oc2ccccc2)cc1)c1ccc2c(=O)n(-c3ccccc3)c(=S)[nH]c2c1 | -13.2 | 0.0 | -0.7 | -20.0
Cc1cc(C)c(Cc2c(C)nc3c(C(=O)NCc4ccccn4)cnn3c2C)c(C)c1 | 5.7 | -0.2 | -0.3 | -1.0
CCc1ccc(NC(=O)CSc2nc3ccccc3nc2Cc2ccc(F)cc2)cc1 | 10.1 | 0.2 | -1.3 | 12.0
N#Cc1c(NC(=O)c2cccc(I)c2)sc2c1CCCC2 | 28.7 | 0.2 | 0.9 | 11.9
CCOc1ccc(C2CC(c3ccccc3O)=NN2C(=O)c2ccco2)cc1 (centres undefined) | -53.4 | 0.0 | -1.6 | 13.7
Oc1ccc(-c2cnn3ccc(NCc4cccnc4)nc23)cc1 | 34.7* | -0.1 | 0.4 | -4.6
O=C1C(Cl)=C(N2CCOCC2)C(=O)N1CCc1ccccc1 | -62.9 | 0.1 | 0.0 | -0.9
COc1ccccc1OCC(O)CNC1CCCC1 (centres undefined) | 7.2 | -0.1 | 0.2 | -0.2
CC(C)C(=O)Nc1ccc(C(=O)NNC(=O)CCc2ccccc2)cc1 | 13.2 | 0.1 | 0.6 | -0.5
COc1cc2nc(N3CCOCC3)nc(NCc3cccc(C(F)(F)F)c3)c2cc1OC | 2.1 | 0.2 | -1.3 | 17.1
O=C(Nc1ccnn1C1CCN(Cc2nc3ccccc3s2)CC1)C1CC1 | 3.7 | 0.1 | -0.1 | 3.9
Cc1ccc(NC(=O)c2c(NC(=O)c3cccs3)sc3c2CCCCC3)c(C)c1 | 2.9 | -0.1 | 0.4 | -9.8
CCC1CCCCN1C(=O)CSc1nnc2c3ccccc3n(CC(=O)O)c2n1 (centres undefined) | -3.1 | 0.0 | 1.5 | 1.1
N#Cc1c(-c2cccc(Br)c2)cc(-c2ccccc2)nc1N | 9.8 | 0.5 | 1.4 | 6.4
O=Cc1c(C(=O)O)n(CCC(=O)O)c2ccccc12 | -4.3 | -0.1 | 0.0 | 14.3
O=C(Cn1c(C(=O)O)ccc1-c1ccco1)c1ccccc1 | -3.2 | 0.1 | 1.1 | 5.9
O=S1(=O)c2cccc3cccc(c23)N1Cc1cccc(F)c1 | 9.9 | 0.2 | 0.0 | 5.7
CC1(C)CC(=O)c2cc(C(=O)N3CCOCC3)c(=O)n(-c3ccc(Cl)cc3)c2C1 | -3.3 | -0.1 | 0.8 | 4.6
CCOC(=O)C1=C(C)N=c2s/c(=C\c3cc(C)n(-c4ccc(F)cc4)c3C)c(=O)n2C1c1cc(OC)ccc1OC (centres undefined) | -5.0 | -0.1 | 0.4 | -10.1
O=C(NCCCn1ccnc1)/C(=N\O)c1ccccc1 | 0.8 | 0.1 | 0.7 | 13.2
CCCOc1ccc(C(=O)N/C(=C/c2ccc3c(c2)OCO3)C(=O)NCCCO)cc1 | -11.7 | -0.3 | 0.5 | -5.5
Cc1ccc(N2C(=O)C3Cc4ccccc4CN3C2=S)cc1C (centres undefined) | -4.8 | -0.3 | 0.2 | 10.2
O=C(Cn1ncc2c1-c1ccccc1OC2)N1CCCCC1 | 10.9 | 0.0 | -1.0 | -2.9
C=CCOc1ccc(/C(O)=C2/C(=O)C(=O)N(CCCN3CCOCC3)C2c2ccc(N(C)C)cc2)cc1C (centres undefined) | -8.7 | 0.1 | -0.7 | -2.6
COC(=O)C1=C(C)NC2=C(C(=O)CC(C)(C)C2)C1c1cccc(OC)c1 (centres undefined) | 5.4 | 0.1 | -0.7 | 6.4
Cc1ccc(-n2nc3c(c2NC(=O)COc2ccccc2)CSC3)c(C)c1 | -9.0 | -0.1 | 1.6 | -6.7
CC1=C(C(N)=O)C(c2ccccc2)n2nc(SCc3ccccc3Cl)nc2N1 (centres undefined) | -0.4 | -0.1 | -0.7 | -5.2
O=C1OC(c2ccccc2Cl)=N/C1=C/c1ccc(Cl)c(Cl)c1 | -2.0 | 0.2 | 2.0 | -4.3
CCNc1nc(NCC)n2c(SCCOc3ccc(OCC)cc3)nnc2n1 | 12.3 | -0.1 | 1.6 | -0.2

Taken from above.
Value of COC(=O)C1=C(C)NC2=C(C(=O)CC(C)(C)C2)C1c1cccc(OC)c1 (centres undefined) in TEAD-YAP inh: 5.4
Value of CCNc1nc(NCC)n2c(SCCOc3ccc(OCC)cc3)nnc2n1 in TEAD-YAP inh: 12.3
Value of O=C(NCCCn1ccnc1)/C(=N\O)c1ccccc1 in MITF primary: 13.2
Value of Cc1ccc(-n2nc3c(c2NC(=O)COc2ccccc2)CSC3)c(C)c1 in MITF primary: -6.7
Value of Cc1ccc(N2C(=O)C3Cc4ccccc4CN3C2=S)cc1C (centres undefined) in MITF primary: 10.2
Value of O=C1OC(c2ccccc2Cl)=N/C1=C/c1ccc(Cl)c(Cl)c1 in TEAD-YAP inh: -2.0

Following part.
SMILES | TEAD-YAP inh | FBW7 activator | GPR151 activ | MITF primary
CCCCNc1nc(Cl)nc2nc(NCCO)n(Cc3ccccc3)c12 | 8.6 | -0.1 | 0.0 | 3.0
Cc1ccsc1/C=N/Nc1nc(=O)[nH]nc1C | 24.6 | 0.0 | -5.7 | 60.0*
CCCNC(=O)CSc1nc2ccccc2n1CC(=O)N1c2ccccc2CC1C (centres undefined) | 0.2 | 0.1 | -1.8 | 12.3
CCN(CC)C(=O)C1CCCN(c2nc(NCc3cccc(C(F)(F)F)c3)c3ncn(-c4ccccc4)c3n2)C1 (centres undefined) | -16.1 | 0.0 | 0.3 | 11.3
O=C(c1cccs1)N(Cc1cccnc1)Cc1cc2ccccc2[nH]c1=O | 7.9 | -0.1 | 0.7 | -9.6
Cc1cccc(-c2noc(CN(C(=O)c3cccc([N+](=O)[O-])c3)C(C)C)n2)c1 | -4.3 | -0.3 | -0.6 | -5.6
O=C(NCc1nc2ccccc2[nH]1)c1cccc(-c2cccs2)n1 | 5.6 | 0.1 | -0.6 | 6.1
CCc1c(C)sc(NC(NC(=O)c2ccco2)(C(F)(F)F)C(F)(F)F)c1C#N | 1.6 | 0.1 | -0.7 | 12.9
CCOC(=O)c1c(NC(=O)Cc2cccc3ccccc23)sc2c1CCCC2 | -12.0 | 0.0 | 0.6 | -14.4
CC(=O)Oc1cc2c(C(=O)NCC3CCCO3)c(C)oc2c2ccccc12 (centres undefined) | -85.6 | -0.1 | 3.2 | -4.4

Of the compounds above, these have bromine:
SMILES | TEAD-YAP inh | FBW7 activator | GPR151 activ | MITF primary
O=C1NC2(CCCC2)C(=O)N1CCS(=O)(=O)Oc1ccccc1Br | 1.2 | 0.0 | 0.0 | -7.6
COC(=O)c1cccc(NCN2C(=O)c3ccc(Br)cc3C2=O)c1 | 0.7 | 0.1 | 0.5 | 2.3
CCOc1ccc(-c2nc(-c3ccc(Br)cc3)no2)cc1 | -3.2 | 0.1 | 0.9 | -3.9
N#Cc1c(-c2cccc(Br)c2)cc(-c2ccccc2)nc1N | 9.8 | 0.5 | 1.4 | 6.4
